Source: PubChem
KOR beta-arrestin-1: KOR antagonists, beta-arrestin recruitment, cell-based, luminescence, uHTS (AID 1778); one-dose inhibition, % at 10 µM; IC50 in µM for titrated hits; KOR beta-arrestin recruitment, luminescence, antagonist mode; higher % means a stronger effect; 0.091% of 290,000 active; in the data active means inhibition above about 50%; further: strong numbers were not always called active
NOD1 NF-kB reporter: NOD1 signaling inhibitors, primary screen, cell-based, luminescence, uHTS (AID 1578) | NOD1-driven NF-kB luciferase reporter cells, luminescence; higher % means a stronger effect | inhibition, % at 4 µM, or EC50 in µM where a hit was titrated | 1% of 290,000 active; in the data active means inhibition mostly above about 36%, no sharp cut-off; inactive means mostly below about 34%;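 further: HEK-293T reporter cells stimulated with the NOD1 agonist gamma-tri-DAP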
Siah-1 displacement: Siah-1 peptide-binding antagonists, primary screen, biochemical, fluorescence polarization, rhodamine-plectin, uHTS (AID 1817). displacement, % at 20 µM, or IC50 in µM where a hit was titrated. Siah-1 / rhodamine-plectin peptide fluorescence polarization; higher % means a stronger effect. 0.02% of 290,000 active;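 active means displacement of at least 50% at 20 µM, with a fluorescence ratio check between 0.3 and a set limit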;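 further: plate controls were Siah plus tracer with DMSO for no effect and tracer alone without Siah for full effect; strong numbers were not always called active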
KOR beta-arrestin-2: KOR agonists, beta-arrestin recruitment, primary screen, cell-based, luminescence, uHTS (AID 1777) | Kappa-type opioid receptor (Homo sapiens) | 0.02% of 280,000 active | KOR beta-arrestin recruitment, luminescence; higher % means a stronger effect | one-dose activation, % at 10 µM; EC50 in µM for titrated hits; in the data active means activation above about 50%, passing the limit was not always enough; further: a part of the inactive calls stands beside numbers as strong as those of hits
GPR55 activation: GPR55 agonists via beta-arrestin recruitment, primary screen, imaging, U2OS cells, beta-arrestin-GFP redistribution (AID 1961) | 0.048% of 290,000 active | U2OS GPR55 beta-arrestin-GFP redistribution imaging; higher % means a stronger effect | one-dose activation, % at 10 µM; EC50 in µM for titrated hits;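 active means activation above 40% with more than 50 cells counted in the well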;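 further: U2OS osteosarcoma cells stably expressing GPR55 and beta-arrestin-GFP; plate controls were DMSO negative control for no effect and LPI positive control for full effect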
AID2073: inhibitors of Mint1-CaV2.2 protein interaction, biochemical, HTRF (AID 2073); Voltage-dependent N-type calcium channel subunit alpha-1B (Homo sapiens); HTRF protein-protein interaction, Mint1-CaV2.2; higher % means a stronger effect; inhibition, % at 20 µM, or IC50 in µM where a hit was titrated; 0.19% of 290,000 active; in the data active means inhibition mostly above about 51%, no sharp cut-off; further: some results filed as inactive read as strong as hits
HIV fusion peptide: inhibitors of HIV fusion peptide binding, primary screen, biochemical, uHTS, fluorescence dequenching (AID 1986); cell-free peptide binding, fluorescence dequenching, 30 min; higher % means a stronger effect; inhibition, % at 20 µM, or IC50 in µM where a hit was titrated; 0.3% of 290,000 active; in the data active means inhibition mostly above about 52%, no sharp cut-off; inactive means mostly below about 76%; further: some results filed as inactive read as strong as hits
GPR35 arrestin U2OS: GPR35 antagonists blocking zaprinast-driven arrestin recruitment, primary screen, imaging, U2OS, beta-arrestin-GFP, zaprinast agonist (AID 2058). G-protein coupled receptor 35 (Homo sapiens). one-dose inhibition, % at 10 µM; IC50 in µM for titrated hits. U2OS GPR35 beta-arrestin-GFP translocation imaging, zaprinast antagonism; higher % means a stronger effect. 0.052% of 290,000 active;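 active means inhibition of at least 50% with at least 30 cells and total cytoplasm GFP at most 10,000,000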
GPR55 LPI antagonism: GPR55 antagonists blocking LPI-driven arrestin recruitment, primary screen, imaging, U2OS, beta-arrestin-GFP, LPI agonist (AID 2013) | U2OS GPR55 beta-arrestin-GFP translocation imaging, LPI antagonism; higher % means a stronger effect | 0.13% of 290,000 active | G-protein coupled receptor 55 (Homo sapiens) | one-dose inhibition, % at 10 µM; IC50 in µM for titrated hits;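 active means spots per cell inhibited over 60%, with over 100 cells counted and total cytoplasm intensity under 500,000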;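 further: U2OS cells stably carrying GPR55 and arrestin-GFP stimulated by 5 µM LPI near EC80; imaged beta-arrestin-GFP aggregate spots per cell after agonist stimulation; plate controls were LPI-stimulated DMSO wells for no effect and DMSO wells without LPI for full effect; some results filed as inactive read as strong as hits; confirmed hits need IC50 under 10 µM and bright autofluorescent wells are also inconclusive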
Numbers without * were called inactive; / = no result given; [ ] = another dose, or the depositor's remark. An excerpt. The share of hits here may be higher or lower than overall.

Start of the data: the first 2 compounds, ahead of the listing:
Sequence of screens – KOR beta-arrestin-1	NOD1 NF-kB reporter	Siah-1 displacement	KOR beta-arrestin-2	GPR55 activation	AID2073	HIV fusion peptide	GPR35 arrestin U2OS	GPR55 LPI antagonism
1: COc1ccc(O[C@H]2C=C[C@@H](c3ccccc3)O[C@@H]2CO/N=C(\C)CCC(=O)OC[C@H]2O[C@H](c3ccccc3)C=C[C@@H]2Oc2ccc(OC)cc2)cc1
  -46%	-26%	0%	2.1%	-0.3%	9%	-0.5%	-2%	8%
2: COc1ccc(N(C)S(=O)(=O)c2ccc3c(c2)NC(=O)CC(=O)N3)c(OC)c1
  -3%	-1%	-5%	-0.3%	0.0%	0%	1.3%	16%	-1%

Main list, repeating the preview:
Sequence of screens – KOR beta-arrestin-1	NOD1 NF-kB reporter	Siah-1 displacement	KOR beta-arrestin-2	GPR55 activation	AID2073	HIV fusion peptide	GPR35 arrestin U2OS	GPR55 LPI antagonism
1: COc1ccc(O[C@H]2C=C[C@@H](c3ccccc3)O[C@@H]2CO/N=C(\C)CCC(=O)OC[C@H]2O[C@H](c3ccccc3)C=C[C@@H]2Oc2ccc(OC)cc2)cc1
  -46%	-26%	0%	2.1%	-0.3%	9%	-0.5%	-2%	8%
2: COc1ccc(N(C)S(=O)(=O)c2ccc3c(c2)NC(=O)CC(=O)N3)c(OC)c1
  -3%	-1%	-5%	-0.3%	0.0%	0%	1.3%	16%	-1%
3: O=Cc1ccccc1OCc1ccc2c(c1)OCO2
  -43%	17%	-5%	13%	-0.2%	29%	1.4%	9%	-2%
4: COc1ccccc1N1CCN(C(=O)Cn2ncc3c([nH]c4ccccc43)c2=O)CC1
  -35%	-6%	15%	-5.9%	-0.3%	2%	0.3%	-8%	6%
5: Cc1ccn(CCC(=O)N2CCc3ccccc32)n1
  -19%	-18%	12%	-3.6%	-0.1%	9%	-1.7%	-1%	2%
6: CN(C)c1ccc(CC2C(=O)Nc3ccccc32)cc1 (configuration not stated)
  -20%	-15%	4%	-0.6%	-0.1%	-40%	7.1%	3%	2%
7: O=C(O)c1ccc(CSc2ccccn2)cc1
  -11%[20 µM]	-21%	7%	-5.4%	0.5%	10%	1.5%	9%	1%
8: CSc1nc2cc(C)nn2c(-c2ccccc2Cl)c1C#N
  20%	-8%	3%	1.2%	0.2%	27%	-1.8%	0%	4%
9: CC(=O)Nc1nc(COc2ccc3ccccc3c2)cs1
  -8%	-10%	-2%	3.8%	-0.1%	-9%	-1.3%	-12%	1%
10: CCN(CC)CCCN(C(=O)c1ccc(F)cc1)c1nc(-c2ccc(OC)cc2)cs1
  -24%[20 µM]	-18%	-8%	-0.2%	0.6%	1%	-1.2%	-8%	1%
11: Cc1ccc(N2C(=O)C3C4C=CC(CNC(=S)Nc5ccc(Cl)cc5)(O4)C3C2=O)cc1 (configuration not stated)
  -24%	4%	-4%	1.4%	-0.1%	-4%	-0.8%	0%	9%
12: CCC(C)NC(=O)c1c(N)n(/N=C/c2ccccn2)c2nc3ccccc3nc12 (configuration not stated)
  23%	5%	-2%	-3.9%	-0.2%	36%	0.7%	2%	-1%
13: O=C(Nc1cnc2sc3c(n2c1=O)CCCC3)c1ccc(F)cc1
  -2%	-42%	8%	-2.0%	-0.1%	24%	3.6%	12%	33%
14: Cc1ccccc1CN1CCN(Cc2ccccc2C(F)(F)F)CC1
  -20%	8%	2%	5.5%	0.0%	-3%	1.3%	0%	31%
15: O=C(NCCCc1ccccn1)C1CCC(=O)N(Cc2cccc(F)c2)C1 (configuration not stated)
  2%	-28%	9%	0.2%	-0.1%	6%	-0.4%	-16%	85%
16: Cc1nc2nc(SCc3ccccc3)[nH]n2c(=O)c1CCC(C)C
  -35%[20 µM]	5%	-2%	-1.9%	0.0%	2%	4.3%	-14%	-6%
17: CN(C)c1ccc(C(=O)OCC(=O)N2CCCC2)cc1
  6%	-13%	4%	4.9%	-0.1%	8%	0.3%	3%	0%
18: CCn1c(SCc2nc(CC(=O)Nc3ccccc3OC)no2)nnc1-c1cccs1
  11%	-8%	-1%	-2.0%	-0.1%	-1%	-2.5%	18%	7%
19: CC(C)(C)NC(=O)COc1ccc(CNCc2cccnc2)cc1
  -10%	-10%	-2%	2.7%	0.1%	-6%	0.4%	-1%	-2%
20: CCOc1ccccc1NC(=O)C(NCC1CCCCC1)c1ccccc1 (configuration not stated)
  -44%	-13%	2%	6.4%	0.0%	4%	1.9%	-5%	20%
21: CC1(C)Cc2c(cnn2-c2cccc(F)c2)C(NC(=O)CCc2cnccn2)C1 (configuration not stated)
  -14%	-32%	6%	-7.0%	0.2%	8%	0.8%	-8%	4%
22: CCN(CC)c1ccc(NC(=O)c2ccc(Br)o2)c(C)c1
  11%	-41%	1%	0.3%	0.1%	-7%	0.4%	19%	1%
23: COc1ccc(C(=O)N(C)CCCC2CCCC2)cc1OC1CCN(C(C)C)CC1
  33%	-21%	6%	14%	0.3%	2%	1.4%	8%	10%
24: CC1=C(C(=O)Nc2ccc(Cl)cc2)C2(CCCCC2)C(C(N)=O)C(=S)N1 (configuration not stated)
  37%	-2%	3%	-1.5%	-0.1%	-9%	-0.7%	4%	-10%
25: O=C(Nc1ccccc1C(=O)O)c1cccc(N2C(=O)c3ccccc3C2=O)c1
  -32%	-42%	7%	-2.9%	0.0%	14%	2.5%	-6%	0%
26: COc1ccc(C2c3c(oc4ccccc4c3=O)C(=O)N2c2ccccn2)cc1 (configuration not stated)
  -42%	-6%	-2%	0.8%	-0.1%	10%	1.6%	-4%	-12%
27: CC(C)Nc1nc(NC(C)C)nc(C(N)=O)n1
  -16%	-4%	2%	-3.9%	0.0%	-2%	1.1%	-7%	34%
28: Cc1cc(NC(=O)c2ccccc2C)n(-c2cccc(F)c2)n1
  -6%	-10%	14%	-4.0%	0.2%	2%	0.2%	-6%	2%
29: COc1ccc(C2NC(=O)NC(O)(C(F)(F)F)C2C(=O)c2ccccc2)cc1OC (configuration not stated)
  -16%	10%	2%	-1.8%	-0.1%	2%	-0.2%	5%	-4%
30: COc1ccc(-c2nnc(SCC(=O)N/N=C/c3ccccc3C(=O)O)n2-c2ccc(Cl)cc2)cc1
  -10%	-5%	-2%	-0.6%	-0.1%	4%	1.2%	0%	2%
31: Cc1ccc(-n2ncc3c2CCCC3NC(=O)CCc2c(C)noc2C)cc1C (configuration not stated)
  -15%	-26%	0%	2.4%	-0.1%	17%	0.6%	5%	5%
32: COc1ccc(C(=O)N[C@H](C(=O)Nc2ccc(S(=O)(=O)N3CCOCC3)cc2)C(C)C)cc1
  17%	-3%	0%	-1.8%	-0.1%	-2%	-1.7%	9%	1%
33: CCOC(=O)Nc1ccc(C(=O)c2ccncc2)cc1
  -39%[20 µM]	42%	-1%	-4.0%	-0.2%	13%	-0.4%	-13%	-20%
34: CC(C#CCN1CCCCC1)OCCOCc1ccccc1 (configuration not stated)
  -22%	12%	0%	0.9%	-0.1%	23%	3.9%	2%	20%
35: CCOC(=O)c1cc(-c2ccc(OC)cc2)nn1-c1ccc(C(=O)O)cc1
  6%	-37%	7%	-0.1%	-0.2%	6%	1.1%	-8%	-8%
36: CCN(CC)c1ccc(CNC23CN4CN(CN(C4)C2)C3)cc1
  -22%	10%	9%	-3.4%	-0.1%	-20%	-4.4%	-12%	1%
37: Cc1cc(C)nc(NS(=O)(=O)c2ccc(NC(=O)c3ccc(S(=O)(=O)N(C)C)cc3)cc2)n1
  9%[20 µM]	-6%	4%	-5.3%	0.3%	-1%	1.3%	-19%	-5%
38: Cn1nc(C(F)(F)F)cc1C(=O)O
  15%	-3%	5%	7.0%	-0.3%	-6%	-0.2%	0%	21%
39: Fc1ccc(CSc2ccc(-c3ccc4c(c3)OCO4)nn2)cc1
  0%	-41%	-1%	-7.7%	-0.6%	8%	-3.7%	-6%	-8%
40: COc1ccc(Cl)cc1S(=O)(=O)NCc1ccncc1
  12%	1%	-3%	1.9%	-0.2%	2%	0.7%	-15%	7%
41: COc1ccc(-n2c(SCC(=O)N3CCN(c4ccccc4)CC3)nc3c(c2=O)SCC3)cc1
  -12%	6%	-2%	-3.5%	-0.2%	1%	0.4%	19%	22%
42: O=C1C2C3C=CC(C3)C2C(=O)N1CCCCN1C(=O)C2C3C=CC(C3)C2C1=O (configuration not stated)
  -20%	1%	2%	2.8%	0.0%	-8%	-1.2%	-4%	-6%
43: CCOC(=O)CSC1=C(C#N)C(c2ccc3c(c2)OCO3)CC(=O)N1 (configuration not stated)
  26%	10%	1%	13%	-0.2%	-1%	-3.7%	-5%	-3%
44: CCOc1ccc(CCNC(=O)Cn2c(-c3nonc3N)nc3ccccc32)cc1OCC
  /	-11%	-2%	/	-0.1%	5%	1.1%	-10%	6%
45: C/C(CC(=O)Nc1cccc(C(F)(F)F)c1)=N\NC(=O)C(=O)NCC(C)C
  13%	-15%	-7%	2.2%	-0.5%	-6%	-2.1%	12%	20%
46: Cn1c(=O)c2cn(-c3ccccc3)cc2n(C)c1=O
  18%	10%	2%	-0.4%	-0.1%	-9%	-0.9%	12%	5%
47: Cc1nn(-c2ccccc2)c(Cl)c1/C=N/N1CCN(c2ccccn2)CC1
  -6%	6%	12%	1.0%	1.6%	12%	3.0%	9%	2%
48: Cc1ccnc(SCC(=O)N2CCCc3ccccc32)n1
  -28%	-30%	6%	-1.9%	1.3%	9%	0.6%	0%	6%
49: O=C(O)c1cc(C(=O)O)c(-c2ccccc2)c(C(=O)O)c1
  -17%	-19%	-1%	3.7%	-0.1%	18%	-0.6%	5%	7%
50: O=C1C=C(c2cccs2)C[C@H](c2ccccc2)[C@H]1n1nnc([N+](=O)[O-])n1
  17%	42%	4%	2.1%	-0.2%	7%	5.2%	-12%	-2%
51: CN(C)C(=O)Cn1c(=O)n(C)c2ccccc21
  /	-24%	1%	/	0.3%	-1%	0.5%	3%	-4%
52: COc1ccc(C2C([N+](=O)[O-])=C(C)N(C)C(=O)N2C)cc1OC (configuration not stated)
  -7%	-34%	3%	-6.2%	-0.1%	14%	0.2%	6%	13%
53: CN(C(=O)COC(=O)/C=C/c1ccccc1[N+](=O)[O-])c1ccccc1
  -1%	-10%	0%	-1.9%	0.6%	3%	-1.2%	0%	-5%
54: COc1ccccc1CNC(=O)C1CC(=O)N(c2ccc(C)c(C)c2)C1 (configuration not stated)
  -20%	-16%	0%	-2.5%	-0.2%	-1%	-2.2%	-1%	4%
